Screening data from PubChem.
MEKK2 WT-MEK5: raises or lowers MEK5 binding to wildtype human MEKK2 PB1 domain; Q9Y2U5; bead flow cytometry, Alexa488-MEK5 binding to MEKK2 WT; actives lie on both sides; 290,000 tested, 1.1% active; AID 1531; binding response (% of control), % at 10 µM; in the data active = binding response below about 67% or above about 130%
GalR3 antagonist: antagonists of human GalR3; O60755; 360,000 tested, 0.44% active; AID 651719; HEK293 GalR3-CNG cAMP membrane potential fluorescence; galR3 body fused to GalR1 C-terminus; inhibition, % at 3 µM;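 active = inhibition above the screen-wide average plus 3 SD, cut at about 13% in these data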;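 also: forskolin and galanin both at EC90 stimulate the cells; cAMP rise reported by CNG channel membrane potential dye signal; 0% = forskolin plus galanin with DMSO and 100% = forskolin alone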
NALP1 yeast inh: inhibitors of NALP1 inflammasome in yeast | S. cerevisiae NALP1/ASC/caspase-1 growth, X-gal OD620, 72 h | 280,000 tested, 0.61% active | AID 2071 | inhibition, % at 10 µM; in the data active = inhibition mostly above about 24%, no sharp cut-off; inactive = mostly below about 32%; also: some compounds called inactive have numbers as strong as hits
GPR7 antagonist: human neuropeptides B/W receptor 1 antagonism. GPR7-expressing cells, fluorescence antagonist assay. inhibition, % at 4.4 µM. 290,000 tested, 1.1% active. AID 1861; in the data active = inhibition above about 16%, passing the limit was not always enough;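 also: cells stimulated with the agonist NPW; 0% = agonist with vehicle and 100% = vehicle without agonist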
MEKK3 PB1 HTS: MEKK3-MEK5 PB1 interaction, increase or decrease | Q99759 | bead-based flow cytometry, Alexa488-MEK5 binding to MEKK3; actives lie on both sides; 0 = blocked by unlabeled MEK5, 100 = vehicle | binding response (% of control), % at 10 µM | 290,000 tested, 1.4% active;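 active = binding response more than 3 SD above or below the average of its plate-row segment, actives on both sides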;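 also: Alexa488 bead fluorescence after subtracting the streptavidin-only scavenger bead signal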
Target sequence (Q99759 whole entry, looked up): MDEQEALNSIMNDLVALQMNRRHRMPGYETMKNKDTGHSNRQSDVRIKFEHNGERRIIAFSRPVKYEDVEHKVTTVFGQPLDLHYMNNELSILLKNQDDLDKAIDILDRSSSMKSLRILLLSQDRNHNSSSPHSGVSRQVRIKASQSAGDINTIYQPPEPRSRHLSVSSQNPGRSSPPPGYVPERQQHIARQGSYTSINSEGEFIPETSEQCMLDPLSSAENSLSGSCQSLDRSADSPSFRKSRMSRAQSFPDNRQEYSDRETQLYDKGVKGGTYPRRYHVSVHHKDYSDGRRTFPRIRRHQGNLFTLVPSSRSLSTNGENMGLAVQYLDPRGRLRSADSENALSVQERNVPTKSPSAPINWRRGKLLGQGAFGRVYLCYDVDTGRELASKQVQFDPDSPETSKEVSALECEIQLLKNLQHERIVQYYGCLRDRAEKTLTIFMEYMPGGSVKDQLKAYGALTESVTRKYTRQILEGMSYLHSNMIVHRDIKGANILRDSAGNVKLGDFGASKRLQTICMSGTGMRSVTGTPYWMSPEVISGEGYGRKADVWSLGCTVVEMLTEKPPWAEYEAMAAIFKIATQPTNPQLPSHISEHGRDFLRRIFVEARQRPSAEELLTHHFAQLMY
MEKK2mut PB1 HTS: signal of MEK5 binding to mutant human MEKK2 PB1 domain; percent response, % at 10 µM; AID 1530; 290,000 tested, 0.35% active; bead flow cytometry, Alexa488-MEK5 binding to MEKK2 mutant; in the data active = percent response above about 24%, passing the limit was not always enough; also: inactives centre near 1; some results filed as inactive read as strong as hits; reference of the scale not given here
PHOSPHO1 block: PHOSPHO1 (human) inhibition. Q8TCT1. recombinant PHOSPHO1, absorbance phosphatase assay. AID 1565. inhibition, % at 13.3 µM. 290,000 tested, 1.1% active; in the data active = inhibition above about 60%
V1aR counter: counter-screen for oxytocin receptor agonists: human V1a receptor agonists; activation, % at 3 µM; AID 2797; CHO-V1R cells, Fluo-8 calcium fluorescence, agonist mode; 0% DMSO, 100% 3 nM vasopressin; P37288; 320,000 tested, 0.25% active;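 active = activation above the mean activation of all tested compounds plus 3 SD, per screening run, cut at about 20% in these data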;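 also: signal is peak over basal fluorescence ratio across a 100 second FLIPR read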
Target sequence (P37288 whole entry, looked up): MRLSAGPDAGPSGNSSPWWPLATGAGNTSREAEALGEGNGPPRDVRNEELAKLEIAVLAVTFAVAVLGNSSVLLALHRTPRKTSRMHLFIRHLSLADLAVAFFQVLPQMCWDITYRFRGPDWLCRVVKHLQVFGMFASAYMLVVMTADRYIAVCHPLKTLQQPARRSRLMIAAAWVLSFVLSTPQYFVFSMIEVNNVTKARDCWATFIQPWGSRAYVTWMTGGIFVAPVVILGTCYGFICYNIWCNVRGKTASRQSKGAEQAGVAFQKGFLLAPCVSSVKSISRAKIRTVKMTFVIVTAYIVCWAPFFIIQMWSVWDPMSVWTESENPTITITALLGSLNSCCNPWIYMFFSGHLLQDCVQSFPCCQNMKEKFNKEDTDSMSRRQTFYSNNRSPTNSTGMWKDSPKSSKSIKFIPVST
OXTR agonist: activates the human oxytocin receptor | activation, % at 3 µM | 320,000 tested, 0.32% active | CHO-OTR cells, Fluo-8 calcium fluorescence; normalized: DMSO 0%, oxytocin 100% | AID 2435 | P30559;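 active = activation above the mean of all tested compounds plus 3 SD, cutoff set per screening run, cut at about 20% in these data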;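 also: peak over basal fluorescence ratio from a 100 s FLIPR kinetic read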
Active calls of the source: *; / = not tested or not shown; [ ] = dose if it differs, or a comment.

smiles,MEKK2 WT-MEK5,GalR3 antagonist,NALP1 yeast inh,GPR7 antagonist,MEKK3 PB1 HTS,MEKK2mut PB1 HTS,PHOSPHO1 block,V1aR counter,OXTR agonist
CCOC(=O)Cc1csc(NS(C)(=O)=O)n1,98,2,9,5,99,-1,20,0.5,-0.2
CC(C)c1ccc(-n2nc3ccc(N)cc3n2)cc1,88,-2,3,-13,96,-4,8,0.6,0.8
CCCC(=O)N=c1sc2cccc(F)c2n1C,104,/,-25,6,99,6,-12,-1.9,-3.0
O=C(c1cccc(F)c1)N1CCN(c2ccc([N+](=O)[O-])c3cccnc23)CC1,86,6,6,-1,100,-7,20,3.7,-0.3
CC1(C)Cc2[nH]c3ccccc3c2C(C)(C)N1,107,-8,10,16,109,12,23,1.2,-0.5
CN(C(=O)COC(=O)C(Cc1ccccc1)NC(=O)c1ccccc1)c1ccccc1 (configuration not stated),106,-3,29,2,134*,0,11,-0.2,-2.9
Cc1nc2ccccc2c2oc(C(=O)N3CCN(C4CCCCC4)CC3)cc12,99,0,21,5,93,-2,-1,2.4,0.7
Cc1ccc(S(=O)(=O)N(C)C)cc1NC(=O)c1ccc2ccccc2n1,98,-6,16,-14,103,10,0,-1.4,-0.3
O=C(Cc1ccccc1)Nc1ccc2oc(-c3cccnc3)nc2c1,105,-1,15,-2,104,6,45,0.7,2.9
CCCc1nnc2n1N=C(c1ccc(C)cc1)CS2,103,-2,4,-13,106,9,46,-1.2,-2.7
O=C(Nc1ccc(Cl)cc1)N1CCCN(c2ccc(C(F)(F)F)cc2[N+](=O)[O-])CC1,101,-5,-4,-14,99,-1,33,10,5.4
CCSc1nc2ccccc2n1CC(=O)OC,109,-3,12,-7,106,9,11,0.7,0.4
CC(=O)N1CCOCCOCCN(C(C)=O)CCOCC1,94,-6,14,-4,100,-4,27,1.8,0.0
CCOC(=O)N1CCN(c2ccnc3cc(Cl)ccc23)CC1,104,-9,6,8,101,8,24,6.6,1.6
O=C(O)C1CCCCC1C(=O)NCCCCc1ccccc1 (configuration not stated),115,2,18,4,108,18,-10,0.5,-0.7
O=C(/C=C/c1ccccc1)NC(N1CCOCC1)C(Cl)(Cl)Cl (configuration not stated),101,-4,-13,-1,104,2,45,0.8,-0.8
Cc1cc(Cl)ccc1OC(C)C(=O)NN=C1CCCCCC1 (configuration not stated),99,-8,16,-15,101,-3,23,0.2,-1.4
COc1ccc(NC(=O)CCC(=O)Nc2ccc3nc(N4CCOCC4)cc(C)c3c2)c(OC)c1,106,9,17,-7,106,8,35,-0.3,0.0
C=CCNc1nc(N)c([N+](=O)[O-])c(Nc2cccc(Cl)c2)n1,102,-12,3,-27,102,4,37,1.5,4.1
C/C(=N\NC(=O)c1ccoc1C)c1ccccc1,101,-2,17,-4,97,0,8,0.6,-0.1
N#CC(C#N)=Cc1ccc(OC(=O)c2ccccn2)cc1,111,7,26,-1,99,10,-2,1.0,2.3
COc1ccc(OC(=O)c2cnc3n(c2=O)CCS3)cc1,98,-3,11,-14,99,-1,17,-0.7,0.7
CCCOc1ccc(CN2CCOCC2)cc1OC,102,-6,18,-13,103,-1,20,0.8,1.4
CN(Cc1ccncc1)C1CC(=O)N(c2ccc(Cl)cc2)C1=O (configuration not stated),97,-1,8,-1,99,-2,-18,1.6,3.8
Cc1cccc[n+]1CC(=O)/C=C1\N(C)c2ccccc2C1(C)C,98,-7,29,-7,100,7,-15,1.8,-0.2
O=C(Nc1nc(-c2cc(F)ccc2F)cs1)C1=NN(c2ccccc2)C(=O)CC1,88,-2,0,2,92,-3,20,0.2,0.1
Cc1cc(C)cc(OCC(=O)Nc2ccncc2)c1,100,-10,11,5,101,-1,18,7.7,10
Cn1c2c(c(=O)n(C)c1=O)C(c1ccc(C(F)(F)F)cc1)CC(=O)N2 (configuration not stated),101,-3,/,/,100,1,/,12,10
O=c1[nH]c(=O)n(Cc2ccco2)c2c1C(C(F)(F)F)(C(F)(F)F)N=C(C1CCCCC1)N2,105,-2,37,-2,105,13,14,0.7,0.7
Cc1ccc(NC(=O)CN2CCC(NC(=O)Cc3ccccc3)CC2)c(C)c1,94,-3,24,-7,94,-1,-5,-0.5,-2.2

Some of these compounds in order of heavy-atom count, descending.
smiles,MEKK2 WT-MEK5,GalR3 antagonist,NALP1 yeast inh,GPR7 antagonist,MEKK3 PB1 HTS,MEKK2mut PB1 HTS,PHOSPHO1 block,V1aR counter,OXTR agonist
O=c1[nH]c(=O)n(Cc2ccco2)c2c1C(C(F)(F)F)(C(F)(F)F)N=C(C1CCCCC1)N2,105,-2,37,-2,105,13,14,0.7,0.7
CN(C(=O)COC(=O)C(Cc1ccccc1)NC(=O)c1ccccc1)c1ccccc1 (configuration not stated),106,-3,29,2,134*,0,11,-0.2,-2.9
O=C(Nc1ccc(Cl)cc1)N1CCCN(c2ccc(C(F)(F)F)cc2[N+](=O)[O-])CC1,101,-5,-4,-14,99,-1,33,10,5.4
Cc1ccc(NC(=O)CN2CCC(NC(=O)Cc3ccccc3)CC2)c(C)c1,94,-3,24,-7,94,-1,-5,-0.5,-2.2
Cc1ccc(S(=O)(=O)N(C)C)cc1NC(=O)c1ccc2ccccc2n1,98,-6,16,-14,103,10,0,-1.4,-0.3
Cn1c2c(c(=O)n(C)c1=O)C(c1ccc(C(F)(F)F)cc1)CC(=O)N2 (configuration not stated),101,-3,/,/,100,1,/,12,10
C=CCNc1nc(N)c([N+](=O)[O-])c(Nc2cccc(Cl)c2)n1,102,-12,3,-27,102,4,37,1.5,4.1
COc1ccc(OC(=O)c2cnc3n(c2=O)CCS3)cc1,98,-3,11,-14,99,-1,17,-0.7,0.7
CCCOc1ccc(CN2CCOCC2)cc1OC,102,-6,18,-13,103,-1,20,0.8,1.4
CC1(C)Cc2[nH]c3ccccc3c2C(C)(C)N1,107,-8,10,16,109,12,23,1.2,-0.5
CCOC(=O)Cc1csc(NS(C)(=O)=O)n1,98,2,9,5,99,-1,20,0.5,-0.2

Other entries follow:
smiles,MEKK2 WT-MEK5,GalR3 antagonist,NALP1 yeast inh,GPR7 antagonist,MEKK3 PB1 HTS,MEKK2mut PB1 HTS,PHOSPHO1 block,V1aR counter,OXTR agonist
COc1ccc(C(=O)OC(C)CN2CCOCC2)cc1 (configuration not stated),109,-12,8,-2,107,10,27,-0.1,-0.6
CCCS(=O)(=O)Nc1ccc2cn[nH]c2c1,91,-2,0,-12,85,-5,-4,0.6,0.3
COc1ccc(N2CCN(CCCNC(=O)c3ccc(CS(=O)(=O)c4ccc(Cl)cc4)o3)CC2)cc1,125,-7,14,-13,107,9,33,9.3,7.9
CCCCC(=O)Nc1cccc(-c2nc3ncccc3o2)c1,97,-6,1,7,100,-1,0,-0.6,-0.2
Cc1ccc(N2CCN(S(=O)(=O)c3ccc(F)cc3)CC2)c(C)c1,95,-3,-48,-15,94,-1,0,-0.4,-1.6
COc1ccc(C2CC(C(F)(F)F)n3nc(C(=O)O)cc3N2)cc1 (configuration not stated),100,5,10,-8,103,0,6,1.0,0.7
CCOC(=O)c1c(C)nc2sc3c(c2c1-c1ccc(OC)cc1)NC(c1ccccc1)NC3=O (configuration not stated),93,1,-32,-10,102,-2,-1,3.0,-1.3
Cc1ccc(S(=O)(=O)N(C)Cc2ccc(C(=O)N/N=C3\CC(=O)CC(C)(C)C3)cc2)cc1,102,0,21,-9,102,1,-14,0.4,-0.2
Cc1cc(S(=O)(=O)N2CCCC2C(=O)N2CCOCC2)c(C)cc1Cl (configuration not stated),98,-4,-10,-12,102,2,7,0.9,1.5
O=C(NNC(=O)c1ccccc1Cl)c1cccnc1,98,-4,13,-7,99,-5,45,2.0,0.7
CCOc1ccc(N(CC)C(=O)c2nn(-c3ccc(OC)cc3)c(=O)c3c2c2ccccc2n3C)cc1,95,-6,-8,1,103,-1,5,0.7,0.5
NS(=O)(=O)c1ccc(N=Nc2c(=O)[nH]n3c(=O)c4c([nH]c23)CCCC4)cc1,95,0,-20,-7,105,-4,28,0.4,0.1
CC(=O)c1c(C)[nH]c(C(=O)OCC(=O)Nc2cc(S(=O)(=O)N3CCCCC3)ccc2C)c1C,98,-3,14,-8,98,-2,5,4.7,2.1
COc1ccc(C(=O)c2ncc(C(F)(F)F)cc2Cl)cc1,95,1,-8,6,103,-5,57,-1.3,-2.8
Clc1ccc(-c2ccc(-c3nn4c(-c5ccco5)nnc4s3)o2)cc1,97,-5,/,4,104,7,/,-0.6,-0.5
Cc1nnc(SCC(=O)Nc2ccc3c(c2)OCO3)s1,100,-9,30,8,98,-8,6,/,/
Cc1ccc(C)c(N2CCN(CC(=O)Nc3ccc4[nH]c(=O)[nH]c4c3)CC2)c1,102,/,2,-7,102,4,-5,-0.5,0.1
COc1ccc(C2CCCN2C(=S)Nc2cccc(C)c2)cc1OC (configuration not stated),99,-2,-4,-9,98,-1,-16,0.4,4.9
Clc1ccc(OCCNCCc2ccccc2)cc1,130,-2,15,4,107,9,-8,4.2,8.2
CC(C)Cn1cc(C(=O)N2CCN(c3ccccn3)CC2)c2c3ccccc3n(C)c2c1=O,103,-4,-4,8,107,6,8,0.8,-0.9
CCN1/C(=C/c2ccc3cc(C)cc(C)c3[n+]2CC)Sc2cc(C)ccc21,25*,49*,7,10,34*[inhibitor],13,-100,/,/
Oc1ccccc1/C=N/c1c(-c2ccco2)nc2ccccn12,100,-2,-3,-5,100,4,26,0.9,-0.1
COc1cc(/C=N/Nc2ccc(Cl)c(C(=O)O)c2)ccc1OC(=O)c1cccs1,99,-6,-7,-4,104,-1,-114,-0.1,-1.6
O=C1OC(c2ccc(Cl)cc2)=N/C1=C\C=C\c1ccco1,94,-4,-3,-8,93,-2,-14,0.1,-0.5
c1ccc(Nc2nc3ccccc3n3cnnc23)cc1,101,-1,12,-10,100,4,0,-0.3,-0.7
COc1cccc(NC(=S)NNC(=O)c2c([N+](=O)[O-])c(C)nn2C)c1,99,1,-12,6,102,0,82*,-0.5,-0.5
COc1ccc(N(Cc2cc3cccc(C)c3[nH]c2=O)S(=O)(=O)c2ccc(OC)cc2)cc1,105,4,0,-15,105,10,20,3.6,0.1
COc1cc(C2c3c(oc4c(C)cc(C)cc4c3=O)C(=O)N2Cc2cccnc2)ccc1O (configuration not stated),113,0,/,-4,121,6,/,-0.5,-0.5
CC(C)(C)n1nnnc1C(c1cccs1)N1CCN(c2ccccc2)CC1 (configuration not stated),93,0,27,13,96,-4,-21,-0.1,-1.6
COC(=O)/C(=C\Nc1ccc(Cl)cc1Cl)NC(=O)c1ccc(Cl)cc1Cl,/,2,23,-18,/,/,-12,-0.4,0.5
N#Cc1ccc2c(c1)NC(=O)C1CCCN21 (configuration not stated),97,-6,11,-10,103,-5,37,0.1,0.0
CCCN1C(=O)/C(=C/c2ccncc2)SC1=S,105,-5,10,-12,111,5,-14,1.9,-1.5
Cc1[nH]ncc1N=Cc1ccc([N+](=O)[O-])cc1,99,-1,20,3,99,-1,10,0.7,0.4

Compounds were not picked by outcome; about 5.4% have a hit in one of these screens.
